aGlu spleen mod = inhibits or activates alpha-glucosidase in human spleen homogenate; 240,000 compounds, 0.006% hits; human spleen homogenate, 4-MU-alpha-glucoside fluorescence; Potency, µM (series often up to 79.9 µM), for the others: at the top dose activity change, negative = inhibition, most hits filed as inhibitors; AID 2112;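 further: potency means the concentration at half of the fitted maximal effect; 0% = enzyme with vehicle and -100% = no enzyme basal signal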
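Enzyme source: human spleen homogenate, 1 ug/well. Buffer 50 mM citric acid/K phosphate pH 5.0, 0.01% Tween-20. 4-MU-alpha-glucoside 1 mM; 37 C x 40 min; NaOH/glycine stop; fluorescence.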
CBFb RUNX1 block = blocks binding between human CBF-beta and RUNX1; Q01196+Q13951; AlphaScreen CBFb-His/RUNX1-biotin binding, biochemical; Potency, µM (top dose mostly 59.8 µM), for inactives: at the highest dose activity, negative = inhibition, actives largely listed as inhibitors; 230,000 tested, under 10 active; further: % of control where 0% means no effect
Target sequence (Q01196 whole entry, looked up): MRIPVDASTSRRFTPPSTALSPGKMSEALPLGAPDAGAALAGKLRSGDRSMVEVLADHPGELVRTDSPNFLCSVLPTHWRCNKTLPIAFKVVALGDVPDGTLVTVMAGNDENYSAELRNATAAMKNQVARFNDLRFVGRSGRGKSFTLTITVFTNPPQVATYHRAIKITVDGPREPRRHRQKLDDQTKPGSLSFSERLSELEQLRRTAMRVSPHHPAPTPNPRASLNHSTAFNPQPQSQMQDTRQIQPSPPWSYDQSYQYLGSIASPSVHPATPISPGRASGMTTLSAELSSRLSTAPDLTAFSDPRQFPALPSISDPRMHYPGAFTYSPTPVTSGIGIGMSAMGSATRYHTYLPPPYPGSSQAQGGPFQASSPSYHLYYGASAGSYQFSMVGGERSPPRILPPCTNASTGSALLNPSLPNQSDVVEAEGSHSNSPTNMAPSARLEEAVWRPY
Target sequence (Q13951 whole entry, looked up): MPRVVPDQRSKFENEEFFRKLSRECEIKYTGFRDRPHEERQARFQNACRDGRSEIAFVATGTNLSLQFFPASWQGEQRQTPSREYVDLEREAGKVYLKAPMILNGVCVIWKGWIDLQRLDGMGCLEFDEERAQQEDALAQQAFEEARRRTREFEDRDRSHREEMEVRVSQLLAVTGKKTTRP
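Bead-based AlphaScreen assay; binding partners His-tagged CBF-beta and biotinylated RUNX1 at 30 nM each. Compound exposure 15 min after a 20-min protein preincubation; bead step 90 min; all steps at room temperature.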
An asterisk follows results filed as active; u = inconclusive; & = joins results of further samples; [ ] = dose if it differs, or a comment. The call rests on the fitted dose curve; in most records, active means well fitted curve in the direction sought with a large enough effect; inconclusive means small, poorly fitted or top-dose-only effect, or another doubt; inactive means no such curve, though single readings can be large; an effect the other way counts as inactive or inconclusive.

aGlu spleen mod,CBFb RUNX1 block,structure
-2.3%,8.9%,CC(C)C[C@H](NC(=O)[C@H](CC(C)C)NC(=O)[C@H](Cc1ccc(O)cc1)NC(=O)CNC(=O)[C@H](C)NC(=O)[C@H](CO)NC(=O)[C@H](CC(N)=O)NC(=O)[C@H](CC(C)C)NC(=O)[C@@H](NC(=O)[C@H](Cc1c[nH]c2ccccc12)NC(=O)CN)[C@@H](C)O)C(=O)NCC(=O)N1CCC[C@H]1C(=O)N1CCC[C@H]1C(=O)N1CCC[C@H]1C(=O)NCC(=O)N[C@@H](Cc1ccccc1)C(=O)N[C@@H](CO)C(=O)N1CCC[C@H]1C(=O)N[C@@H](Cc1ccccc1)C(=O)N[C@@H](CCCNC(=N)N)C(N)=O
5.2%,-14.9%,COc1cccc(C2=Nn3c(nnc3-c3cc(OC)ccc3OC)SC2)c1
-0.2%,4.3%,CCN1C(C)=C(C(=O)OC(C)C)C(c2ccccc2Cl)C2=C1COC2=O (stereo not given)
-5.2%,10.2%,CC(=O)n1nnc2ccccc21
-8.4%,-1.4%,CC1(OC(=O)c2ccco2)C(=O)C=C2C=C(C3CC3)OC=C2C1=O (stereo not given)
-1.0%,-4.1%,O=C(/C=C/c1ccccc1)NC(NC(=S)Nc1cccc2cccnc12)C(Cl)(Cl)Cl (stereo not given)
1.7%,7.0%,COP1(=O)CC(O)C(O)C(COCc2ccccc2)O1 (stereo not given)
1.0%,-18.6%,CC(=O)c1ccc(-c2c(C3C4C=CCCC4(C)C(=O)N3Cc3ccccc3)ccc3ccccc23)cc1 (stereo not given)
-1.1%,3.8%,CCOc1ccccc1-c1nnc2n1N=C(c1c(OC)cccc1OC)CS2
3.9%,u,CN1C/C(=C/c2ccc(B(O)O)cc2)C(=O)/C(=C/c2ccc(B(O)O)cc2)C1
2.0%,20.3%,C=CCc1cccc(/C=N/NC(=O)CN2CCN(Cc3ccccc3)CC2)c1O
-6.3%,-9.0%,CCC1(CC)C(=O)C2=C3C1[C@H](C(=O)OC)CC(C(=O)OC)C[C@H]3[C@H]1C(=O)N(c3ccccc3)C(=O)[C@H]1[C@H]2C (stereo not given in full)

At a glance, 11 of the compounds above.
aGlu spleen mod,CBFb RUNX1 block,structure
5.2%,-14.9%,COc1cccc(C2=Nn3c(nnc3-c3cc(OC)ccc3OC)SC2)c1
-0.2%,4.3%,CCN1C(C)=C(C(=O)OC(C)C)C(c2ccccc2Cl)C2=C1COC2=O (stereo not given)
-5.2%,10.2%,CC(=O)n1nnc2ccccc21
-8.4%,-1.4%,CC1(OC(=O)c2ccco2)C(=O)C=C2C=C(C3CC3)OC=C2C1=O (stereo not given)
-1.0%,-4.1%,O=C(/C=C/c1ccccc1)NC(NC(=S)Nc1cccc2cccnc12)C(Cl)(Cl)Cl (stereo not given)
1.7%,7.0%,COP1(=O)CC(O)C(O)C(COCc2ccccc2)O1 (stereo not given)
1.0%,-18.6%,CC(=O)c1ccc(-c2c(C3C4C=CCCC4(C)C(=O)N3Cc3ccccc3)ccc3ccccc23)cc1 (stereo not given)
-1.1%,3.8%,CCOc1ccccc1-c1nnc2n1N=C(c1c(OC)cccc1OC)CS2
3.9%,u,CN1C/C(=C/c2ccc(B(O)O)cc2)C(=O)/C(=C/c2ccc(B(O)O)cc2)C1
2.0%,20.3%,C=CCc1cccc(/C=N/NC(=O)CN2CCN(Cc3ccccc3)CC2)c1O
-6.3%,-9.0%,CCC1(CC)C(=O)C2=C3C1[C@H](C(=O)OC)CC(C(=O)OC)C[C@H]3[C@H]1C(=O)N(c3ccccc3)C(=O)[C@H]1[C@H]2C (stereo not given in full)

(more compounds)
aGlu spleen mod,CBFb RUNX1 block,structure
-3.9%,13.5%,COc1ccc(NC(=O)c2cc(OCCCN(C)C)nn2Cc2ccccc2)cc1
-0.1%,9.3%,C=COC(=O)/C=C/C
-1.3%,21.4%,CC(=O)C[C@H](c1ccccc1)c1c(O)c2ccccc2oc1=O
0.6%,18.2%,COC(=O)C1=C[C@@H](C(=O)OC)[C@@H]2C3=C(C(=O)[C@@]2(CC(C)C)NC(=O)c2ccccc2)[C@H](C)n2c(=O)n(-c4ccccc4)c(=O)n2[C@@H]3C1
u,u,COc1ccccc1[C@H]1C(c2cccc(C)c2)=NN(c2ccccc2)[C@@H]1CO
-3.3%,3.4%,COc1cc(-c2oc3cc(O)cc(O)c3c(=O)c2O[C@@H]2O[C@H](CO)[C@@H](O)[C@H](O)[C@H]2O)cc(OC)c1O
-2.9%,-7.1%,C/C=C1\COC(C(=O)NCCN2CCOCC2)(C(F)(F)F)C=C1C=C(C)C (stereo not given)
-13.6%,-7.4%,CC(C)CCC[C@@H](C)[C@H]1CC[C@H]2[C@@H]3CC=C4CC(O)CC[C@]4(C)[C@H]3CC[C@]12C (stereo not given in full)
11.7%,u,CC1=C[C@@H](C)[C@@H](c2ccccc2)OC1=O
-14.3%,-9.2%,O=C(O)c1ccc(S(=O)(=O)N[C@H](Cc2ccc(C(F)(F)F)cc2)C(=O)O)cc1
-3.8%,7.3%,COc1c2c(cc3c1C(CC(=O)c1c(O)c(OC)c4occc4c1OC)[N+](C)(C)CC3)OCO2 (stereo not given)
-0.7%,7.4%,CC[C@H](C)[C@H](NC(=O)[C@H](CCC(=O)O)NC(=O)[C@H](CO)NC(=O)[C@@H](NC(=O)[C@H](C)N)C(C)C)C(=O)N[C@@H](CCC(N)=O)C(=O)N[C@@H](CC(C)C)C(=O)N[C@@H](CCSC)C(=O)N[C@@H](Cc1cnc[nH]1)C(=O)N[C@@H](CC(N)=O)C(=O)N[C@@H](CC(C)C)C(=O)NCC(=O)N[C@@H](CCCCN)C(=O)N[C@@H](Cc1cnc[nH]1)C(=O)N[C@@H](CC(C)C)C(=O)N[C@@H](C)C(=O)N[C@@H](CO)C(=O)N[C@H](C(=O)N[C@@H](CCC(=O)O)C(=O)N[C@@H](CCCNC(=N)N)C(=O)N[C@@H](CCSC)C(=O)N[C@@H](CCC(N)=O)C(=O)N[C@@H](Cc1c[nH]c2ccccc12)C(=O)N[C@@H](CC(C)C)C(=O)N[C@@H](CCCNC(=N)N)C(=O)N[C@@H](CCCCN)C(=O)N[C@@H](CCCCN)C(=O)N[C@@H](CC(C)C)C(=O)N[C@@H](CCC(N)=O)C(=O)N[C@@H](CC(=O)O)C(=O)N[C@H](C(=O)N[C@@H](Cc1cnc[nH]1)C(=O)N[C@@H](CC(N)=O)C(=O)N[C@@H](Cc1ccccc1)C(=O)O)C(C)C)C(C)C

(cont.)
aGlu spleen mod,CBFb RUNX1 block,structure
3.6%,10.1%,CC(C)CC(CSc1ccc(Br)cc1)N1CCN(CCc2ccccc2)CCC1=O (stereo not given)
0.5%,9.1%,CC[C@H](C)[C@H](NC(=O)CNC(=O)[C@H](C)NC(=O)[C@H](C)N)C(=O)NCC(=O)N[C@H](C(=O)N[C@@H](CC(C)C)C(=O)N[C@H](C(=O)N[C@H](C(=O)O)C(C)C)[C@@H](C)O)[C@@H](C)CC
3.8%[181 µM],24.1%[136 µM],Cc1ccccc1-c1ccc(C(=O)O)s1
7.9%,2.2%,COC(=O)C1=C[C@@H](C(=O)OC)[C@@H]2C3=C(C(=O)[C@]2(C)NC(=O)c2ccccc2)[C@H](C)[C@@H]2C(=O)NC(=O)[C@@H]2[C@@H]3C1
5.0%,16.0%,COC(=O)N1CCN(/[N+]([O-])=N/Oc2ccc([N+](=O)[O-])cc2[N+](=O)[O-])CC1
4.1%,u,Cc1ccc(/C=C2/CNC/C(=C\c3ccc(C)cc3)C2=O)cc1
0.7%,u,CCCCN1CCC2C=CCC(C(=O)O)C2C1=O (stereo not given)
14.9%,-21.3%,COc1ccc(C2CC(=O)Oc3c(C(CCN4CCOCC4)c4ccc5c(c4)OCO5)c(OC)cc(OC)c32)cc1 (stereo not given)
-10.0%,2.7%,COC(=O)/C=C/c1cccc(N(Cc2ccc(-c3ccc(N(C)C)cc3)cc2)C(=O)C2CCCCC2)c1
0.1%,10.5%,CC(C)C[C@H](NC(=O)CNC(=O)[C@H](C)NC(=O)[C@H](CC(C)C)NC(=O)[C@H](CCCNC(=N)N)NC(=O)[C@H](Cc1cnc[nH]1)NC(=O)[C@@H](NC(=O)[C@@H](N)C(C)C)[C@@H](C)O)C(=O)N[C@@H](CC(C)C)C(=O)N[C@@H](CO)C(=O)N[C@@H](CCCNC(=N)N)C(=O)N[C@@H](CO)C(=O)NCC(=O)NCC(=O)N[C@H](C(=O)N[C@H](C(=O)N[C@@H](CCCCN)C(=O)N[C@@H](CC(N)=O)C(=O)N[C@@H](CC(N)=O)C(=O)N[C@@H](Cc1ccccc1)C(=O)N[C@H](C(=O)N1CCC[C@H]1C(=O)N[C@H](C(=O)N[C@@H](CC(N)=O)C(=O)N[C@H](C(=O)NCC(=O)N[C@@H](CO)C(=O)N[C@@H](CCCCN)C(=O)N[C@@H](C)C(=O)N[C@@H](Cc1ccccc1)C(N)=O)C(C)C)[C@@H](C)O)C(C)C)C(C)C)C(C)C
-4.1%,3.2%,N[C@H](CSSC[C@@H](N)C(=O)O)C(=O)O
-5.2%&-9.5%,12.7%&13.4%,COc1ccc(C2CC(c3ccccc3)Oc3ccc(C(C)(C)C)cc32)cc1 (stereo not given)

(listing goes on)
aGlu spleen mod,CBFb RUNX1 block,structure
-14.3%,u,COc1ccc2c(c1)c(C1=C(c3c[nH]c4ccccc34)C(=O)NC1=O)cn2CCCN(C)C
0.5%,2.4%,C[C@@H]1O[C@@H](OC2O[C@@H](COc3cc(O)c4c(=O)cc(-c5ccc(O)cc5)oc4c3)[C@@H](O)[C@@H](O)[C@@H]2O)[C@H](O)[C@H](O)[C@H]1O (stereo not given in full)
-3.2%,9.8%,CN(CC[C@@H](Oc1ccc(C(F)(F)F)cc1)c1ccccc1)CC(=O)O
-0.9%,11.1%,CCC1(c2ccc(O)cc2)NC(=O)N(C)C1=O (stereo not given)
-1.0%,-7.1%,COC(=O)c1nnc(SC)nc1C(=O)OC
-12.4%,-28.5%,Cc1[nH]c(/C=C2/C(=O)Nc3ccc(S(=O)(=O)Cc4c(Cl)cccc4Cl)cc32)c(C)c1C(=O)N1CCCC1CN1CCCC1 (stereo not given)
9.6%,u,NCCNCCN
0.4%,6.8%,NC(Cc1ccccc1)C(O)c1ccco1 (stereo not given)
-12.2%,8.9%,COC(=O)[C@H](COC(C)(C)C)NC(=O)O[C@H]1C(=O)c2cc(OC)ccc2O[C@@H]1c1ccc(OC)c(Br)c1
-5.4%,14.3%,O=C(O)[C@@]1(CCCCCCOc2ccc(Cl)cc2)CO1
-1.7%,4.2%,C=C1CCC(O)C/C1=C/C=C1\CCC[C@]2(C)[C@@H]([C@H](C)CCCC(C)C)CC[C@@H]12 (stereo not given in full)
5.3%,16.6%,Cc1ccc(F)c(C2C3C=CCC(c4ccccc4)C3C(=O)N2Cc2ccccc2)c1 (stereo not given)

The list goes on.
aGlu spleen mod,CBFb RUNX1 block,structure
-1.7%,-5.8%,CCCN1CCC(=O)N(C(CSc2ccc(Br)cc2)c2ccccc2)CC1 (stereo not given)
3.5%,-0.5%,O=Nc1c(O)[nH]c2c(Cl)c(Cl)ccc12
-4.3%,8.7%,COc1ccc(Br)cc1C1C2C=CCCC2(C)C(=O)N1Cc1ccccc1 (stereo not given)
-0.4%,18.3%,Cc1ccc(Sc2cncc3sc(C(N)=O)cc23)cc1
1.2%,-12.8%,CC[C@]1(c2ccccc2)NC(=O)NC1=O
2.1%,-1.6%,COc1ccc(C2/C=C\CN(Cc3ccco3)C(C)C(=O)N2Cc2ccc(F)cc2)cc1 (stereo not given)
3.6%,0.8%,Cc1cccc(CN2CC34C=CC(CC3S2(=O)=O)O4)c1 (stereo not given)
1.3%,5.3%,CC[C@H](C)[C@H](NC(=O)[C@H](C)NC(=O)[C@H](Cc1cnc[nH]1)NC(=O)[C@@H]1CCCN1C(=O)CNC(=O)[C@H](CC(C)C)NC(=O)[C@H](CC(C)C)NC(=O)[C@H](Cc1ccc(O)cc1)NC(=O)CNC(=O)[C@H](C)NC(=O)[C@H](CO)NC(=O)[C@H](CC(N)=O)NC(=O)[C@H](CC(C)C)NC(=O)[C@@H](NC(=O)[C@H](Cc1c[nH]c2ccccc12)NC(=O)CN)[C@@H](C)O)C(=O)N[C@@H](CC(=O)O)C(=O)N[C@@H](CC(N)=O)C(=O)N[C@@H](Cc1cnc[nH]1)C(=O)N[C@@H](CCCNC(=N)N)C(=O)N[C@@H](CO)C(=O)N[C@@H](Cc1ccccc1)C(=O)N[C@@H](CO)C(=O)N[C@@H](CC(=O)O)C(=O)N[C@@H](CCCCN)C(=O)N[C@@H](Cc1cnc[nH]1)C(=O)NCC(=O)N[C@@H](CC(C)C)C(=O)N[C@H](C(N)=O)[C@@H](C)O

These rows are one share of the data; the hit share may differ from the screen's.
